Growth percent in the NCI-60 one-dose screen (48 h, 10 µM unless noted): 100 = growth as untreated, 0 = no growth, -100 = all killed.
HCC-2998 = HCC-2998 colon cancer | 79,000 tested, 4.7% active
SNB-75 = SNB-75 CNS cancer | 79,000 tested, 5% active | AID 1794750
HCT-116 = HCT-116 colon cancer | 82,000 tested, 7.3% active
KM12 = KM12 colon cancer cells | 82,000 tested, 5% active
HCT-15 = HCT-15 colon cancer; 82,000 tested, 5.2% active
SW-620 = SW-620 colon cancer | AID 1794795 | 82,000 tested, 5.2% active
SNB-19 = SNB-19 CNS cancer cells; 81,000 tested, 2.5% active; AID 1794751
SF-539 = SF-539 CNS cancer. AID 1794752. 81,000 tested, 6.8% active
SF-295 = SF-295 CNS cancer cells | 79,000 tested, 5.6% active
An asterisk follows results filed as active; . = no result given; & = joins results of further samples. How the source made its calls: active means growth percent below 10; inactive means the rest.

Key to letters – A = HCC-2998; B = SNB-75; C = HCT-116; D = KM12; E = HCT-15; F = SW-620; G = SNB-19; H = SF-539; I = SF-295
structure: C=CCN1C(=O)/C(=C/C(=O)OCC)S/C1=N\Nc1cc(=O)[nH]c2ccc(C)cc12
  A: 114; B: 95; C: 103; D: 104; E: 100; F: 103; G: 98; H: 102; I: 103
structure: Cn1c(=O)c2c(nc(Cc3ccccc3)n2C)n(C)c1=O
  A: .; B: 99; C: 127; D: 109; E: 106; F: 103; G: 101; H: 101; I: 100
structure: Cc1nn(-c2ccccc2)c2nc3c(c(-c4ccc(Cl)cc4)c12)CNC(c1ccc2c(c1)OCO2)N3 (stereo not given)
  A: 104; B: 78; C: 70; D: 103; E: 104; F: 106; G: 111; H: 100; I: 95
structure: CN(C[C@H]1Cc2c(cccc2NCCN2CCOCC2)CN1)[C@H]1CCCc2cccnc21
  A: 94; B: .; C: 68; D: 93; E: 40; F: 86; G: 69; H: 101; I: 51
structure: Cc1cc(O)c(/C=N/C(=S)NCc2ccccc2)c(=O)o1
  A: 123; B: 92; C: 94; D: 98; E: 100; F: 106; G: 104; H: 93; I: 106
structure: N#Cc1c(-c2cccs2)nc2c(c(-c3ccccc3)nn2-c2ccccc2)c1-c1ccc(O)cc1
  A: 97; B: 89; C: 71; D: 78; E: 62; F: 101; G: 107; H: 86; I: 79
structure: CCCCC1COc2cccc3c2N1C=C/C3=C\C(=O)N(C)c1ccc(Oc2ccccc2)cc1 (stereo not given)
  A: 104; B: 82; C: 68; D: 88; E: 87; F: 93; G: 87; H: 100; I: 91
structure: Cc1nc(Nc2nc(C)c3ccc(OCCN4CCOCC4)cc3n2)[nH]c(=O)c1C
  A: -73*; B: 26; C: 6.7*; D: 6.5*; E: -49*; F: 8.6*; G: -2.3*; H: -62*; I: -29*
structure: O=C(c1cccnc1)N(Cc1ccccc1)C(=O)c1cccnc1
  A: 101; B: 86; C: 112; D: 118; E: 112; F: 107; G: 111; H: 100; I: 100
structure: N#C/C(=C\NCc1ccc2c(c1)OCO2)S(=O)(=O)c1ccccc1
  A: 102; B: 101; C: 108; D: 111; E: 112; F: 109; G: 86; H: .; I: 119
structure: CCS(=O)(=O)c1ccccc1C(=O)NC
  A: 94; B: 105; C: 97; D: 99; E: 106; F: 96; G: 94; H: 97; I: 101
structure: CCOC(=O)CC/C(C)=N\NC(N)=O
  A: 109; B: 94; C: 96; D: 107; E: 105; F: 108; G: 107; H: 108; I: 107
structure: Cc1ccccc1[C@H]1C(C(=O)c2ccc(Cl)cc2)C2(N[C@@H]1c1ccccc1)C(=O)Nc1ccc(Cl)cc12 (stereo not given in full)
  A: -54*; B: .; C: -85*; D: -24*; E: -69*; F: -9.3*; G: 17; H: -58*; I: -23*
structure: CCC1([N+](=O)[O-])COC(c2ccc(OC)cc2)OC1 (stereo not given)
  A: .; B: 87; C: 100; D: 105; E: 111; F: 100; G: 98; H: 108; I: 97
structure: CN(C=O)c1ccccc1
  A: 101; B: 81; C: 89; D: 110; E: 95; F: 104; G: 102; H: 93; I: 93
structure: Cn1nnnc1N1CCC(NC(=O)/C=C/c2c(F)cccc2F)CC1
  A: 104; B: .; C: 103; D: 102; E: 102; F: 101; G: 95; H: 91; I: 94
structure: COC(CC=O)CC(C)CC(C)(C)C (stereo not given)
  A: 96; B: 113; C: 92; D: 106; E: 107; F: 112; G: 107; H: .; I: 108
structure: Cc1cc(CCNC=O)c(C)c2c1oc1ccccc12
  A: 103; B: 97; C: 96; D: 102; E: 93; F: 107; G: 86; H: 95; I: 98
structure: COc1ccc(C(=O)NCCNc2nccc(-c3c(-c4ccc(F)cc4)nc4sccn34)n2)cc1OC
  A: 89; B: 50; C: 47; D: 71; E: 46; F: 64; G: 72; H: 80; I: 88
structure: CC(=O)n1nc(C(=O)OC(C)(C)C)c2cc(F)c(F)cc21
  A: 102; B: 80; C: 95; D: 90; E: 101; F: 94; G: 95; H: 104; I: 101
structure: CCCCCCCCCCCC1=NC(C)(C)CN1C(C)C
  A: -58*; B: 52; C: 22; D: 25; E: 12; F: 48; G: 87; H: 56; I: 63
structure: CC1=C/C(O)CC(=O)Cc2nc(co2)C(=O)N2CCC=C2C(=O)OC(C(C)C)C(C)/C=C\C(=O)NC/C=C\1 (stereo not given)
  A: 118; B: 81; C: 34; D: 95; E: 90; F: 60; G: 90; H: 104; I: 101
structure: COc1ccc2c(c1)/C(=C1\S/C(=N/c3nnc(C)s3)NC1=O)C(=O)N2Cc1ccc(Cl)cc1
  A: 34; B: 71; C: 32; D: 29; E: 28; F: 49; G: 36; H: 49; I: 15
structure: COc1ccn2c(C(=O)c3ccc(Br)cc3)cc(C(C)=O)c2c1
  A: 86; B: 90; C: 92; D: 97; E: 84; F: 100; G: 92; H: 71; I: 89
structure: CC(=O)OC1OC(COS(=O)(=O)c2ccc(C)cc2)C(OC(C)=O)C(OC(C)=O)C1OC(C)=O (stereo not given)
  A: 108; B: 82; C: 99; D: 104; E: 100; F: 104; G: 114; H: 104; I: 105
structure: c1ccc2cc(C[n+]3ccn(CCCCCn4cc[n+](Cc5ccc6ccccc6c5)c4)c3)ccc2c1
  A: 82; B: 40; C: 67; D: 56; E: 90; F: 91; G: 52; H: 78; I: 48
structure: O=C(O)CCCCNC(=O)c1nc(-c2ccccc2)n(-c2ccccc2)n1
  A: 104; B: 110; C: 100; D: 103; E: 105; F: 105; G: 104; H: 112; I: 106
structure: CCC(=Cc1ccc(CC)cn1)CC
  A: 116; B: 99; C: 95; D: 103; E: 102; F: 112; G: .; H: 96; I: 96
structure: CC(OCc1ccccc1)[C@@H]1N=C(c2ccc(Br)cc2)Nc2nc3ccccn3c2C1=O (stereo not given in full)
  A: 101; B: .; C: 72; D: 84; E: 87; F: 96; G: 92; H: 89; I: 77
structure: Cc1ccc(C)c(Oc2c(-c3nc4ccc(C(=O)O)cc4[nH]3)c(C)nn2-c2ccccc2)c1
  A: 114; B: 91; C: 97; D: 97; E: 114; F: 104; G: 99; H: 91; I: 101
structure: Cc1cc(C(=O)NC2CC(C)(C)NC(C)(C)C2)c(C)o1
  A: 102; B: 96; C: 106; D: 105; E: 104; F: 101; G: 105; H: 103; I: 102
structure: Cc1cc2ccccc2c[n+]1CC(=O)c1ccc(Cl)cc1
  A: 101; B: 91; C: 88; D: 92; E: 97; F: 91; G: 100; H: 95; I: 90
structure: CCOP(=O)(OCC)c1nc(-c2ccccc2)oc1N1CCCCC1
  A: 107; B: 100; C: 105; D: 108; E: 103; F: 102; G: 97; H: 96; I: 103
structure: C=C(N)N[C@@H](CCC(=O)O)C(=O)O
  A: 98; B: 103; C: 100; D: 104; E: 115; F: .; G: 113; H: 107; I: 106
structure: Nc1cccc(OCC(=O)O)c1
  A: 111; B: 105; C: 112; D: 105; E: 109; F: 107; G: 99; H: 101; I: 107
structure: CCCCNc1ccc(C(=O)NCCSCCN(CC)CC)cc1
  A: 101; B: 100; C: 91; D: 111; E: 108; F: 111; G: 101; H: 106; I: 101
structure: O=C(O)CCn1c(O)c(C=C2N=c3ccccc3=N2)sc1=S
  A: 121; B: 75; C: 98; D: 104; E: 96; F: 110; G: 101; H: 94; I: 104
structure: Cc1c(-c2csc(-n3nc(C(F)(F)F)cc3C(F)(F)F)n2)no[n+]1[O-]
  A: 112; B: .; C: 93; D: 104; E: 95; F: 104; G: 94; H: 99; I: 94
structure: CS(=O)(=O)c1ccc(C(=O)N/N=C/c2cccc(O)c2)cc1
  A: 102; B: 99; C: 103; D: 105; E: 102; F: 115; G: 96; H: 99; I: 97
structure: Nc1cc2c3ccccc3ccc2c2ccccc12
  A: 100; B: 69; C: 67; D: 93; E: 40; F: 88; G: 111; H: 83; I: 98
structure: NC(=S)Nc1ccccc1O
  A: 102&98; B: 112&92; C: 87&94; D: 93&96; E: 86&100; F: 97&99; G: 98&107; H: 106&99; I: 93&100
structure: COc1ccc(S(=O)(=O)NCCNc2nccc(-c3c(-c4cccc(N)c4)nc4sccn34)n2)cc1
  A: 122; B: .; C: 98; D: 65; E: 101; F: 113; G: 108; H: 110; I: 99
structure: COc1ccc(CN2CCC(N3CCCC3=O)c3cc(Cl)ccc32)cc1 (stereo not given)
  A: 105; B: 103; C: 97; D: 103; E: 104; F: 102; G: 99; H: 110; I: 124
structure: C[N+](C)(C)CCNC(=O)c1ccccc1OCc1ccccc1
  A: 93; B: 86; C: 100; D: 100; E: 95; F: 94; G: 93; H: 94; I: 99
structure: CCCCCCCCCCCC[N+]1(CCCCCCCCCCCC)CCCC(C)C1 (stereo not given)
  A: -97*; B: -88*; C: -97*; D: -96*; E: -56*; F: -65*; G: -96*; H: -100*; I: -77*
structure: COC(=O)c1nc(-c2ccc(C)cc2)oc1SCc1ccccc1
  A: 95; B: 92; C: 101; D: 97; E: 91; F: 102; G: 93; H: 98; I: 106
structure: Cc1cc(Cl)cc2c1OCOC2
  A: 115; B: 92; C: 100; D: 100; E: 100; F: 109; G: 104; H: 106; I: 98
structure: Cc1ccc2c(n1)C(=O)C(Br)=C(c1ccc(Cl)cc1)C2=O
  A: 98; B: 79; C: 76; D: 87; E: 92; F: 74; G: 97; H: 98; I: 105
structure: COC1=CC(=O)C(OC)=C(OC)C1=O
  A: 117; B: 90; C: 92; D: 110; E: 102; F: 101; G: .; H: 91; I: 99
structure: Cc1ccc(S(=O)(=O)c2nc(S(=O)(=O)NCc3ccccc3)sc2N2CCOCC2)cc1
  A: 109; B: 88; C: 91; D: 103; E: 94; F: 114; G: 99; H: 96; I: 102

Filtered by structure, those above containing an aryl methoxy group.
Key to letters – A = HCC-2998; B = SNB-75; C = HCT-116; D = KM12; E = HCT-15; F = SW-620; G = SNB-19; H = SF-539; I = SF-295
structure: CCC1([N+](=O)[O-])COC(c2ccc(OC)cc2)OC1 (stereo not given)
  A: .; B: 87; C: 100; D: 105; E: 111; F: 100; G: 98; H: 108; I: 97
structure: COc1ccc(C(=O)NCCNc2nccc(-c3c(-c4ccc(F)cc4)nc4sccn34)n2)cc1OC
  A: 89; B: 50; C: 47; D: 71; E: 46; F: 64; G: 72; H: 80; I: 88
structure: COc1ccc2c(c1)/C(=C1\S/C(=N/c3nnc(C)s3)NC1=O)C(=O)N2Cc1ccc(Cl)cc1
  A: 34; B: 71; C: 32; D: 29; E: 28; F: 49; G: 36; H: 49; I: 15
structure: COc1ccn2c(C(=O)c3ccc(Br)cc3)cc(C(C)=O)c2c1
  A: 86; B: 90; C: 92; D: 97; E: 84; F: 100; G: 92; H: 71; I: 89
structure: COc1ccc(S(=O)(=O)NCCNc2nccc(-c3c(-c4cccc(N)c4)nc4sccn34)n2)cc1
  A: 122; B: .; C: 98; D: 65; E: 101; F: 113; G: 108; H: 110; I: 99
structure: COc1ccc(CN2CCC(N3CCCC3=O)c3cc(Cl)ccc32)cc1 (stereo not given)
  A: 105; B: 103; C: 97; D: 103; E: 104; F: 102; G: 99; H: 110; I: 124

Later entries:
Key to letters – A = HCC-2998; B = SNB-75; C = HCT-116; D = KM12; E = HCT-15; F = SW-620; G = SNB-19; H = SF-539; I = SF-295
structure: O=c1cc(COc2ccc(N=Cc3ccccn3)cc2)c2cc(F)ccc2o1
  A: 99; B: 86; C: 111; D: 97; E: 97; F: 108; G: 101; H: 104; I: 96
structure: CCCCCCCCCCN
  A: 96; B: 92; C: 98; D: 96; E: 97; F: 94; G: 101; H: 102; I: 98
structure: O=C(COc1cc(Cl)c(Cl)cc1Cl)OCCOc1cc(Cl)c(Cl)cc1Cl
  A: 114; B: 105; C: 101; D: 119; E: 114; F: 109; G: 92; H: 92; I: 106
structure: Cc1ccc(-c2nc3sc(C)nn3c2-c2nc3cc(Cl)c(F)cc3[nH]2)cc1
  A: 114; B: 86; C: 86; D: 101; E: 82; F: 97; G: 97; H: 95; I: .
structure: CCOC(=O)/C(=C/c1c(-c2ccccc2)[nH]c2ccccc12)C(=O)c1ccc(Cl)cc1
  A: 67; B: 35; C: 14; D: 19; E: 21; F: 45; G: 79; H: 82; I: -15*
structure: O=C1Cc2ccccc2C(=O)N1
  A: 103; B: 96; C: 6.3*; D: 102; E: 99; F: 57; G: 106; H: 103; I: 102
structure: O=C(Oc1ccccc1)c1cccc(C(=O)Oc2ccccc2)c1
  A: 105; B: 94; C: 96; D: 95; E: 107; F: 108; G: 108; H: 96; I: 105
structure: COc1cc(-c2nc3sccn3c2-c2ccnc(SC)n2)ccc1F
  A: 94; B: 77; C: 70; D: 96; E: 79; F: 88; G: 88; H: 90; I: 97
structure: Cc1ccc(S(=O)(=O)Oc2ccc(NC(=O)C34CC5CC(CC(C5)C3)C4)cc2)cc1
  A: 66; B: 92; C: 51; D: 54; E: 44; F: 47; G: 77; H: 54; I: .
structure: O=C(CCN1CCCC1)Nc1ccc2c(Nc3ccc(F)cc3)c3ccccc3nc2c1
  A: -80*; B: 16; C: -54*; D: 0.9*; E: -32*; F: -25*; G: 14; H: -75*; I: 15

Nothing new here: entries from further up.
Key to letters – A = HCC-2998; B = SNB-75; C = HCT-116; D = KM12; E = HCT-15; F = SW-620; G = SNB-19; H = SF-539; I = SF-295
structure: Cc1ccc(S(=O)(=O)Oc2ccc(NC(=O)C34CC5CC(CC(C5)C3)C4)cc2)cc1
  A: 66; B: 92; C: 51; D: 54; E: 44; F: 47; G: 77; H: 54; I: .
structure: O=C(CCN1CCCC1)Nc1ccc2c(Nc3ccc(F)cc3)c3ccccc3nc2c1
  A: -80*; B: 16; C: -54*; D: 0.9*; E: -32*; F: -25*; G: 14; H: -75*; I: 15
